Screens (PubChem BioAssay)
PostGolgi yeast: growth inhibition of a yeast mutant, post-Golgi transport screen; post-Golgi transport phenotypic cell assay; inhibition, % at 10 µM; 98,000 compounds, 0.9% hits;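 also: yeast cells grown in 1536-well plates; yeast grown about 18 h at 30C before absorbance read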
CYP2C19 activ: increases human CYP2C19 enzyme activity; 96,000 tested, under 10 active; AID 1025; P33261; recombinant CYP2C19, luciferin-H EGE luminescence; hits give high values; 0 = fully inhibited enzyme, 1 = untreated enzyme; activation factor at 5 µM;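 active = activation factor of at least 2 at 5 µM in the primary screen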;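 also: 0 = wells with 2.5 mM tranylcypromine and 1 = vehicle-only wells; values of inactives mirror those of a sister screen read the other way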
CYP2C19 inh: inhibitors of human CYP2C19. P33261. CYP2C19 Supersomes, luciferin-H EGE luminescence, 30 min. inhibition, % at 5 µM. 96,000 compounds, 21% hits. AID 778;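 active = CYP2C19 inhibition above a set limit at 5 µM in the primary screen, cut at about 50% in these data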;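 also: plate controls were negative control wells for no effect and 2.5 mM tranylcypromine positive control for full effect; values of inactives mirror those of a sister screen read the other way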
DAT uptake mod: changed human dopamine transporter uptake under cocaine IC80 | Q01959 | LLC-PK1 hDAT cells, [14C]-dopamine uptake with cocaine IC80; actives deviate in either direction | B-score at 10 µM | 110,000 compounds, 1.3% hits | AID 449768;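 active = Z score or B-score, a plate-position-corrected score, falls beyond the plate's 99.7% confidence bounds, in either direction; inactive = both scores lie inside the 99.7% bounds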;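 also: scored against the spread of the other compound wells on the same plate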
Target sequence (Q01959 whole entry, looked up): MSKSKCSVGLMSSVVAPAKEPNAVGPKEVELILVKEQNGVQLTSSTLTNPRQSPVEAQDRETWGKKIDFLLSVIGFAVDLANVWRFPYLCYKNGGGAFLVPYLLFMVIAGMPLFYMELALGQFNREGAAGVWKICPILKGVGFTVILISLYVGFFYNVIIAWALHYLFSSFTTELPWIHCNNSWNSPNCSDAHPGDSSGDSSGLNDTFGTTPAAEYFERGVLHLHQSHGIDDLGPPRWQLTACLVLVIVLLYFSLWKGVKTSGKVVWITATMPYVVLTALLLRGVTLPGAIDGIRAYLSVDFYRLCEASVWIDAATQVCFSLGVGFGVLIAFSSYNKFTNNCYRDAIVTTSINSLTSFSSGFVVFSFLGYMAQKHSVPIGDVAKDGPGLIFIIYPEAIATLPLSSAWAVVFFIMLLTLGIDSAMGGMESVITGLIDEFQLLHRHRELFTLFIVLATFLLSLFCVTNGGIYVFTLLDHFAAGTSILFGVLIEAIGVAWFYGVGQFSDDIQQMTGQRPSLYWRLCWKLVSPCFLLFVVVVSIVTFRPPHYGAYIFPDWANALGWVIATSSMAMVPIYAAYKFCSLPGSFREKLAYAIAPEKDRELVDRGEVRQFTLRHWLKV
sEH activator: activators of human soluble epoxide hydrolase | purified human sEH enzymatic activity, activator screen | activation, % at 2 µM | 91,000 compounds, 0.04% hits; in the data active = activation above about 37%; also: values of inactives mirror those of a sister screen read the other way
PostGolgi ctrl: growth of the yeast control strain, post-Golgi counter-screen. inhibition, % at 10 µM. efflux-deficient yeast background strain, growth absorbance A615, 16 h. 98,000 compounds, 5% hits
S1P2 agonist: agonists of human S1P2 receptor; O95136; S1P2-expressing cell line, agonist reporter read-out; activation, % at 4.5 µM; 97,000 compounds, 0.46% hits; AID 729; in the data active = activation above about 16%;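 also: 0% = vehicle low control and 100% = maximal reference agonist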
Target sequence (O95136 whole entry, looked up): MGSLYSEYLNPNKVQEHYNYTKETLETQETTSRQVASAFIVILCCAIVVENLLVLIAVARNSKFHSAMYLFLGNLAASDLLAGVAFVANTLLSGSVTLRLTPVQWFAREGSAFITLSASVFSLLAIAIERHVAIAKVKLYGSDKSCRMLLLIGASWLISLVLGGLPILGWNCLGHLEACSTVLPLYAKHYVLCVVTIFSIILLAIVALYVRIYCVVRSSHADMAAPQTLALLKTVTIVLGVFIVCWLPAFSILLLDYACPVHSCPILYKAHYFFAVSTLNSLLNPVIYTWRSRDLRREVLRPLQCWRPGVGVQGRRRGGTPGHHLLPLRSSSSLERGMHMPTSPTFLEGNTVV
S1P2 antag: blocks the human S1P2 receptor. inhibition, % at 5 µM. O95136. cell-based S1P2 antagonist assay, inhibition at 5 uM. 97,000 compounds, 0.21% hits. AID 736; in the data active = inhibition above about 45%;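 also: CRE beta-lactamase reporter cells expressing human S1P2 stimulated with S1P; 0% = agonist at EC80 alone and 100% = agonist plus reference antagonist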
sEH inh: blocks human soluble epoxide hydrolase activity | 91,000 compounds, 0.34% hits | P34913 | inhibition, % at 2 µM | recombinant human sEH enzymatic activity assay; in the data active = inhibition above about 80%; also: values of inactives mirror those of a sister screen read the other way; many of its hits are not listed in these tables
Numbers without * were called inactive; . = not tested or not shown. Rule as the data show it, unless noted: active = inhibition above about 30%; inactive = the rest.

SMILES | PostGolgi yeast | CYP2C19 activ | CYP2C19 inh | DAT uptake mod | sEH activator | PostGolgi ctrl | S1P2 agonist | S1P2 antag | sEH inh
COc1ccc(Nc2ncccc2C(=O)NCc2ccccc2)cc1 | 3 | 0.2 | 84* | 0.92 | 3 | 5 | -4 | -5 | -3
O=C(c1cc2cc(Br)cc(Br)c2oc1=O)N1CCCC1 | . | . | . | 0.41 | 8 | . | -6 | -4 | -5
Cc1c(Cl)cccc1NC(=O)c1cccc(OC(F)F)c1 | -1 | 0.3 | 72* | 1.1 | -4 | 7 | -2 | -3 | 5
O=C1CCCc2c1nc(-c1cccc(Cl)c1)n2O | 22 | 1 | -4 | 0.22 | 2 | 1 | -8 | 11 | -4
CC(C)CNC(=S)NNC(=O)c1csc2c1CCC(C)C2 (centres undefined) | -5 | 0.5 | 52* | 0.36 | -12 | -10 | -7 | 11 | 14
CCOC(=O)C(O)(CC(=O)c1ccc(OC)cc1)C(F)(F)F (centres undefined) | . | . | . | -8.8* | 5 | . | -4 | -4 | 0
CCCCN(CCCC)CCCNC(=O)CC1Oc2ccc(C)cc2NC1=O (centres undefined) | -5 | 1.2 | -18 | 0.39 | -4 | 8 | 0 | -3 | 7
O=C(C1CCCN(S(=O)(=O)c2ccccc2)C1)N1CCN(c2ncccn2)CC1 (centres undefined) | -5 | . | . | 0.93 | -3 | 1 | -6 | 0 | 1
O=C(Cn1ncc2c(=O)oc3ccccc3c21)NC1CC1 | 10 | 1 | 4 | -1 | 8 | 3 | -4 | -3 | -5
O=C(Nc1cccnc1)Nc1ccc(Br)cc1Cl | -10 | 0.8 | 23 | 0.0031 | -25 | 35* | -2 | 7 | 28
COc1ccc(C2NC3=C(CCCC3)C(C#N)(C#N)C2(C#N)C#N)cc1 (centres undefined) | -2 | 0.8 | 21 | 0.023 | 13 | 5 | -4 | 3 | -14
CCn1c(=O)cc(O)c2c(=O)n(C)c(=O)n(C)c21 | 0 | 1 | 2 | -0.028 | 10 | -1 | -5 | 6 | -10
CC(=O)c1sc(NC(=O)CN2C(=O)CCC2=O)nc1C | . | . | . | 0.77 | 3 | . | -3 | -9 | -1
COc1ccc(C(=O)NC(Nc2ccccc2)C(Cl)(Cl)Cl)cc1 (centres undefined) | 4 | 0.6 | 36 | 0.0084 | -8 | 19 | -4 | -2 | 6
C=CCN1C(=O)C2C(C(=O)NC3CCCCC3)C3C=CC2(O3)C1C(=O)NC1CCCC1 (centres undefined) | 8 | 1.1 | -11 | 0.35 | 8 | 0 | -8 | -9 | -10
COCCn1nnnc1CN1CCC(NC(=O)Nc2cccc(OC)c2)CC1 | -19 | 1 | 0 | -0.16 | -25 | 13 | -5 | -22 | 24
O=C(O)CSc1nc2ccccc2c(=O)[nH]1 | -1 | 1.1 | -7 | -0.051 | 14 | 4 | 0 | -14 | -12
CSc1ccccc1NC(=O)c1ccc(Br)o1 | 0 | 0.4 | 57* | -0.061 | 11 | 0 | -5 | 0 | -9
CC(=O)Nc1ccccc1OCC(=O)c1cc(C)n(Cc2cccs2)c1C | -1 | 0.2 | 80* | -0.58 | . | 13 | . | . | .
CCN(CC)CCn1c(=S)[nH]c2cc3c(cc2c1=O)OCO3 | -1 | 1 | 1 | -1.1 | -3 | 2 | -9 | 3 | 3
CCOc1ccccc1NC(=O)C1CCCN(S(=O)(=O)c2cccc3cccnc23)C1 (centres undefined) | 8 | 0.8 | 17 | 0.0013 | -10 | 6 | -1 | 0 | 10
CCN(Cc1ccccc1)Cc1cc(OC)cc(OC)c1 | 12 | 0.1 | 95* | 0.051 | 7 | -19 | -4 | 5 | -5
CCCCCCC(=O)Nc1c(O)c2ccccc2[nH]c1=O | -1 | 1.1 | -8 | -0.86 | . | 3 | . | . | .
O=C(Cn1cnc2c(nnn2-c2ccc(F)cc2)c1=O)N1CCCc2ccccc21 | . | 1 | -4 | 0.038 | 7 | . | -7 | 16 | -9
CC(C)Cc1ccc(C#N)c(SCC(N)=O)n1 | 30 | 0.4 | 61* | -0.43 | -1 | 21 | -3 | 7 | 0
CCCc1nc2ccc(NC(=O)NCCC(=O)OCC)cc2c(=O)n1Cc1ccc(Cl)cc1 | . | . | . | -0.09 | -13 | . | -2 | -34 | 13
Cc1nc(SCC(=O)N2CC(=O)Nc3ccccc32)c2c(C)c(C)sc2n1 | 6 | 0.5 | 50 | 2.8* | -1 | 2 | 5 | -13 | 4
N#C/C(=C/c1ccc(N2CCCCC2)o1)C(=O)Nc1ccc(Cl)cc1 | -6 | 0.9 | 9 | 0.77 | -16 | 10 | -8 | 33 | 15
O=C(NCCN1CCN(c2ccccc2)CC1)C1(S(=O)(=O)c2ccc(Cl)cc2)CC1 | -4 | 0.6 | 35 | 0.2 | . | 7 | . | . | .
COCCCn1c(SCC(=O)OC2CCCCC2)nnc1-c1ccco1 | -2 | 0.8 | 22 | 1 | -9 | 18 | -7 | 18 | 7
CCOC(=O)C1C(=O)CC(C)(O)C(C(=O)OCC)C1c1ccccc1 (centres undefined) | . | . | . | -0.17 | 6 | . | -5 | 108* | 0
Cc1c(-c2ccc(F)cc2)[n+](=O)c(-c2ccc(F)cc2)c(C)n1[O-] | -10 | 0.6 | 41 | -1 | -14 | 5 | -3 | 13 | 11
COc1ccc(OC)c(-c2cc(C(=O)Nc3cc(C)n(Cc4ccc(Cl)cc4)n3)no2)c1 | -9 | 0.9 | 12 | -1.2 | 7 | 19 | -5 | 13 | -6
Cc1ccc(C(CC(=O)O)C2CCOC(C)(C)C2)cc1 (centres undefined) | 8 | 1 | -3 | 0.6 | -4 | 5 | -6 | -4 | 1
CCOc1ccc(NC(=O)CSc2nnc(C34CC5CC(CC(C5)C3)C4)n2C)cc1 | -1 | 0.8 | 23 | -0.086 | -11 | -6 | -2 | -8 | 11
COC(=O)C1=C(C)NC(C)=C(C(=O)OC)C1/C=C/c1ccccc1 | 2 | 0.5 | 47 | -0.21 | 0 | 20 | -2 | -11 | 0
Cc1cc(C)c(NC(=O)CS(=O)CC(=O)NCCCc2ccccc2)c(C)c1 (centres undefined) | -5 | 1.1 | -7 | 0.22 | -8 | 0 | -3 | 12 | 10
CCC(C)NCCOc1ccc(Br)cc1 (centres undefined) | -3 | 0.7 | 26 | -1.6 | -12 | -1 | -1 | 25 | 11
CCOC(=O)CCC(=O)N1CCOCCN(C(=O)CCC(=O)OCC)CCOCC1 | -12 | 0.9 | 5 | 0.33 | -7 | -6 | -6 | 18 | 6
Cc1cc(C)c(S(=O)(=O)c2ccccc2C(=O)O)c(C)c1 | 14 | 1 | 0 | -0.25 | 2 | -4 | -2 | -5 | 0

4 entries already listed, arranged by length of the SMILES, largest number first.
SMILES | PostGolgi yeast | CYP2C19 activ | CYP2C19 inh | DAT uptake mod | sEH activator | PostGolgi ctrl | S1P2 agonist | S1P2 antag | sEH inh
Cc1cc(C)c(NC(=O)CS(=O)CC(=O)NCCCc2ccccc2)c(C)c1 (centres undefined) | -5 | 1.1 | -7 | 0.22 | -8 | 0 | -3 | 12 | 10
COCCCn1c(SCC(=O)OC2CCCCC2)nnc1-c1ccco1 | -2 | 0.8 | 22 | 1 | -9 | 18 | -7 | 18 | 7
CCN(Cc1ccccc1)Cc1cc(OC)cc(OC)c1 | 12 | 0.1 | 95* | 0.051 | 7 | -19 | -4 | 5 | -5
CCC(C)NCCOc1ccc(Br)cc1 (centres undefined) | -3 | 0.7 | 26 | -1.6 | -12 | -1 | -1 | 25 | 11

Further compounds follow:
SMILES | PostGolgi yeast | CYP2C19 activ | CYP2C19 inh | DAT uptake mod | sEH activator | PostGolgi ctrl | S1P2 agonist | S1P2 antag | sEH inh
CN(Cc1ccccc1)S(=O)(=O)c1ccc(S(=O)(=O)N(Cc2ccc(F)cc2)C2CCCC2)cc1 | -3 | 1.1 | -6 | -0.93 | -5 | 1 | -2 | 1 | 4
CC(C)(C)n1ncc2c(=O)n(CC(=O)c3ccc(Cl)cc3)cnc21 | -4 | 1.2 | -18 | -1.5 | -3 | 15 | -5 | 14 | 3
C(=N/N1CCN(c2ccccc2)CC1)/c1cccs1 | 4 | 0.5 | 48 | 0.044 | 5 | 8 | -3 | 9 | -2
COc1ccc(/C=N/N=C2\CC3CCC2(C)C3(C)C)cc1O (centres undefined) | -9 | 1.2 | -16 | 0.99 | 0 | 9 | 0 | -8 | 1
CCOC(=O)N1CCC(NC(=O)C(Cc2ccccc2)NC(=O)c2ccco2)CC1 (centres undefined) | -9 | 1 | -1 | -0.76 | -13 | -3 | -4 | -11 | 15
Cc1ccc(N=Cc2sc(O)c3ccccc23)cc1 | 0 | 0.8 | 19 | 0.03 | -3 | -9 | -8 | 38 | 6
Cc1ccc(Cn2nnc3c(=O)n(Cc4cc(C)ccc4C)cnc32)cc1 | . | . | . | -0.19 | 7 | . | -4 | -11 | -2
O=C(CN1CCOCC1)Nc1ncccn1 | 0 | 0.9 | 9 | 0.56 | 9 | 3 | 0 | -20 | -11
O=C(NCC(c1cccnc1)N1CCN(c2ccc(F)cc2)CC1)c1cccc(Cl)c1 (centres undefined) | 77* | 0.6 | 45 | 1.5 | -6 | 91* | -7 | 23 | 6
Fc1ccc(NC(=S)NCCc2ccccc2)c(F)c1F | -3 | 0.2 | 83* | 0.067 | -18 | 0 | -6 | -6 | 19
CCCC(=O)NC(C)c1nc2ccccc2n1CC (centres undefined) | 0 | 0.7 | 29 | -0.56 | -7 | 10 | 0 | -2 | 10
COc1ccc(OC)c(C2C(C(=O)N(C)C)=C(C)Nc3nc4ccccc4n32)c1 (centres undefined) | -15 | 1.1 | -9 | 0.03 | . | -6 | . | . | .
N=c1c(S(=O)(=O)c2ccccc2)cc2c(=O)n3ccccc3nc2n1CCN1CCOCC1 | . | . | . | . | -5 | . | -2 | -2 | 6
O=C(C1CCCN1S(=O)(=O)c1cccc2cccnc12)N1CCc2ccccc21 (centres undefined) | -6 | 0.3 | 70* | 0.11 | 10 | 11 | -3 | 21 | -12
CC1(C)CC(=O)c2sc(NS(C)(=O)=O)nc2C1 | -14 | 1.2 | -18 | -0.85 | 14 | 8 | -4 | -1 | -10
CCOC(=O)C1(C)NC(c2ccc(N(C)C)cc2)C2C(=O)N(c3ccc(OC)cc3)C(=O)C21 (centres undefined) | -2 | 0.4 | 57* | -0.54 | 0 | 1 | -2 | 1 | 0
Cc1ccc(NC(=O)CO/N=C(\N)c2nonc2N)cc1 | 1 | 0.3 | 70* | -0.47 | -9 | 3 | -3 | 1 | 9

Rewritten with each value named: part of the list above.
> CN(Cc1ccccc1)S(=O)(=O)c1ccc(S(=O)(=O)N(Cc2ccc(F)cc2)C2CCCC2)cc1
- PostGolgi yeast: -3
- CYP2C19 activ: 1.1
- CYP2C19 inh: -6
- DAT uptake mod: -0.93
- sEH activator: -5
- PostGolgi ctrl: 1
- S1P2 agonist: -2
- S1P2 antag: 1
- sEH inh: 4
> CCOC(=O)N1CCC(NC(=O)C(Cc2ccccc2)NC(=O)c2ccco2)CC1 (centres undefined)
- PostGolgi yeast: -9
- CYP2C19 activ: 1
- CYP2C19 inh: -1
- DAT uptake mod: -0.76
- sEH activator: -13
- PostGolgi ctrl: -3
- S1P2 agonist: -4
- S1P2 antag: -11
- sEH inh: 15
> O=C(C1CCCN1S(=O)(=O)c1cccc2cccnc12)N1CCc2ccccc21 (centres undefined)
- PostGolgi yeast: -6
- CYP2C19 activ: 0.3
- CYP2C19 inh: 70*
- DAT uptake mod: 0.11
- sEH activator: 10
- PostGolgi ctrl: 11
- S1P2 agonist: -3
- S1P2 antag: 21
- sEH inh: -12
> COc1ccc(OC)c(C2C(C(=O)N(C)C)=C(C)Nc3nc4ccccc4n32)c1 (centres undefined)
- PostGolgi yeast: -15
- CYP2C19 activ: 1.1
- CYP2C19 inh: -9
- DAT uptake mod: 0.03
- sEH activator: .
- PostGolgi ctrl: -6
- S1P2 agonist: .
- S1P2 antag: .
- sEH inh: .
